SIRT5 block: inhibitors of human sirtuin-5 desuccinylase; Q9NXA8; Purified SirT5, succinyl-peptide AMC, trypsin-coupled fluorescence; inhibition, % at 15 µM; 330,000 tested, 1.1% active; in the data active = inhibition above about 15%; inconclusive = no clear call, values can overlap the other calls
Target sequence (Q9NXA8 whole entry, looked up): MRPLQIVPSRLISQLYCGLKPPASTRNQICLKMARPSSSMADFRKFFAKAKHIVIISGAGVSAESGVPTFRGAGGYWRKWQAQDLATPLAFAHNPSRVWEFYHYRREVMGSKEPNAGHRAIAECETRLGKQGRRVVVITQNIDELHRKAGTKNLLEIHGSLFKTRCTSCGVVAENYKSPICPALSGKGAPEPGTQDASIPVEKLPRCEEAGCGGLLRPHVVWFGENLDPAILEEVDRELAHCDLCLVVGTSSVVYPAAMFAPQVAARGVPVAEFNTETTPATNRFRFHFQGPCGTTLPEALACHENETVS
PAX8 reporter: lowers PAX8-driven luciferase in RMG-I cells. RMG-I TPO-luciferase reporter, SteadyGlo, 24 h. inhibition, % at 12.6 µM. 360,000 tested, 1.2% active. AID 652154;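 active = mean replicate inhibition at least 60% with every replicate also reaching 60%; inconclusive = only one of the two criteria is met; inactive = mean below 60% and not all replicates reaching 60%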;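 note: luciferase light reporting Pax8 driven TPO promoter activity; plate controls were median of neutral control wells for no effect and mitoxantrone controls for full effect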
EWS-Fli block: EWS/Fli transcriptional activity inhibition; A673 NR0B1-luciferase reporter, viability-normalised; inhibition, % at 12.6 µM; 350,000 tested, 0.67% active; AID 651661;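 active = mean inhibition of at least 50% after viability correction, with every replicate also passing that limit; inconclusive = mean reaches 50% but only one of two replicates passes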;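 note: firefly luciferase signal divided by Alamar Blue viability fluorescence both relative to DMSO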
LGR2 antag: Drosophila LGR2 receptor signaling inhibition; HEK293 LGR2, CRE-luciferase, bursicon-stimulated, 4 h; inhibition, % at 9.99 µM; 380,000 tested, 0.35% active;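 active = drop in luminescence signal, shown as inhibition above about 50% in the replicate tests, limit read from the data, passing the limit was not always enough; inconclusive = probably only some replicates passing the limit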;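 note: agonist challenge used bursicon conditioned medium at about half maximal strength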
ARNT-TACC3 inh: disrupts binding between human ARNT and TACC3; AID 623870; inhibition, % at 9.99 µM; 390,000 tested, 0.66% active; Q9Y6A5; AlphaScreen His-ARNT PAS-B/GST-TACC3 binding, luminescence; TACC3 fragment carries E629A point mutation;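 active = mean inhibition of replicates at least 50% and at least half of replicates each reaching 50%; inconclusive = half or more replicates reach 50% but mean below 50%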;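 note: 0% = complete ARNT plus TACC3 wells and 100% = ARNT alone without TACC3; many hits fall short of the cut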
DENV2 CPE: protects cells from dengue virus 2 cytopathic effect. DENV2-infected cells, cytopathic effect rescue, plate reader. CPE inhibition, % at 9.99 µM. 350,000 tested, 1.7% active; in the data active = CPE inhibition above about 20%, passing the limit was not always enough; inconclusive = no clear call, values can overlap the other calls; tested in BHK-21 cells;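 note: 0% = median of neutral control wells and 100% = median of positive control wells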
CASP6 VEID inh: blocks human caspase-6 cleavage activity; P55212; purified caspase-6, Z-VEID-R110 cleavage fluorescence; inhibition, % at 12.5 µM; 350,000 tested, 0.53% active; AID 686996;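 active = mean inhibition across replicates at least about 35%, with every replicate also reaching that limit, limit read from the data; inconclusive = only one of the two criteria met; inactive = neither criterion met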;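 note: 0% = median of neutral control wells and 100% = no fluorescence left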
Target sequence (P55212 24-179 limits assumed): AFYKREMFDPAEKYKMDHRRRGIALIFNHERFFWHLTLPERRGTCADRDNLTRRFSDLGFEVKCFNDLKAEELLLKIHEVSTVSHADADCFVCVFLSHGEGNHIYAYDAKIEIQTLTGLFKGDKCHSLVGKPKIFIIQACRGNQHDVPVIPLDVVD
Target sequence (P55212 194-293 limits assumed): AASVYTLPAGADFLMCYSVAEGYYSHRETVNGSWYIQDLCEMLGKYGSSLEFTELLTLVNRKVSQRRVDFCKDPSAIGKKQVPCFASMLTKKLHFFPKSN
* = called active by the depositor; ? = inconclusive; . = no result given; & = joins results of further samples.

Structure	PAX8 reporter	CASP6 VEID inh	SIRT5 block	LGR2 antag	ARNT-TACC3 inh	EWS-Fli block	DENV2 CPE
COc1ccc(S(=O)(=O)N(C)C[C@H]2Oc3ccc(NC(=O)CCN4CCOCC4)cc3CC(=O)N([C@@H](C)CO)C[C@H]2C)cc1	-6.9	-2.0	-0.5	-16.2	-3.8	-4.7	1.8
C[C@H](O)[C@@H]1CN2CCc3c([nH]c4ccc(-c5ccc6c(c5)OCO6)cc34)[C@@H]2C[C@@H]1N(C)C(=O)Nc1ccc(F)cc1	2.1	-2.8	-1.8	13.7	.	41.2	-11.9
O=c1[nH]nc(SCCS(=O)(=O)c2ccc(F)cc2)n1-c1ccccc1	35.1	-1.9	-2.5	3.3	.	12.5	-1.0
C[C@H](CO)N1C[C@H](C)[C@@H](CN(C)C(=O)CN(C)C)Oc2ncc(-c3ccccc3F)cc2C1=O	.	1.3	-3.4	21.5	-9.9	-10.1	11.4
CN(CCO)c1nc(N)c2c(N)nc3c(c2c1C#N)CC(=O)N3Cc1cccs1	-11.6	6.3	-1.4	15.1	0.7	2.3	-0.3
Cc1ccc(C)c(N2CCN(C(=O)c3ccc4c(c3)c(C)c(C)n4C)CC2)c1	12.7	0.2	2.0	19.4	-1.3	.	-2.7
O=S(=O)(Nc1ccccc1N1CCOCC1)c1c(F)cc(F)cc1Br	15.0	-6.7	1.7	-1.2	2.5	-1.8	-5.8
N#CC1=C(N)Nc2nc3ccccc3n2C1c1ccc(Cl)cc1 (configuration not stated)	-8.9	.	.	-16.2	27.6	.	.
O=C(O)c1cccc(-c2csc(C(O)(c3ccccc3)C(F)(F)F)n2)c1 (configuration not stated)	-7.0	-2.9	.	19.4	.	-10.4	1.8
COc1ccccc1NC(=O)Nc1ccc(C)cn1	-38.7	-4.1	0.2	-30.3	-13.3	-21.0	-7.2
Clc1cccc(OCCCCN2CCCCC2)c1	21.1	-10.7	-1.9	8.9	-3.0	-2.9	9.1
O=C(CCSCc1cccc(Cl)c1)NCCc1ccc(Cl)cc1	-15.6	.	.	6.8	-8.3	.	.

The last 2 records of the section before are carried over, then new ones follow.
Structure	PAX8 reporter	CASP6 VEID inh	SIRT5 block	LGR2 antag	ARNT-TACC3 inh	EWS-Fli block	DENV2 CPE
Clc1cccc(OCCCCN2CCCCC2)c1	21.1	-10.7	-1.9	8.9	-3.0	-2.9	9.1
O=C(CCSCc1cccc(Cl)c1)NCCc1ccc(Cl)cc1	-15.6	.	.	6.8	-8.3	.	.
C[C@@H]1CN([C@H](C)CO)C(=O)c2cc(NC(=O)NC3CCCCC3)ccc2O[C@@H]1CN(C)S(=O)(=O)c1cn(C)cn1	.	-1.9	-2.4	3.6	-5.4	-1.3	11.2
Cc1ccc(Cc2c(-c3ccc(Cl)cc3)nc3c(C)cc(Br)cn23)cc1	5.4	-1.6	0.0	.	.	-1.5	-4.1
C#CCNC(=O)C1=C[C@@H](c2ccccc2)[C@H](CCCO)[C@@H](OCC)O1	-41.8&7.1	-2.1&2.3	1.8&0.1	.	-1.6	-11.8&1.1	4.9&-3.6
CC(=O)Nc1nc(-c2ccc(-c3ccccc3)cc2)cs1	-163.7	-0.5	-5.6	-84.6	.	-73.3	0.2
C[C@@H]1CCCCO[C@@H](CN(C)C(=O)Cc2ccccc2)[C@@H](C)CN([C@H](C)CO)C(=O)c2cc(N(C)C)ccc2O1	8.5&4.2&3.8	4.0&-1.4&11.5	-3.5&-2.0&5.6	-12.5&-1.3	-4.1&4.7	-0.8&-2.2	?
O=C(c1ccc(CS(=O)c2ccc(F)cc2)o1)N1CCN(C2CCCCC2)CC1 (configuration not stated)	14.9	-4.7	-1.2	-9.3	26.5	.	-4.0
CN1C(=O)c2cc(NC(=O)C3CCCCC3)ccc2OC[C@H]2O[C@H](CC(=O)NCCc3ccncc3)CC[C@H]21	7.0	-4.2	-0.4	-6.0	3.6	0.8	-1.7
COc1ccc(CC(=O)Nc2cccc(S(=O)(=O)N3CCCC3)c2)cc1OC	28.7	3.5	-1.9	5.1	3.7	10.2	10.6
O=C(O)C[C@@H]1C[C@@H]2c3cc(NC(=O)Nc4ccccc4F)ccc3O[C@@H]2[C@H](CO)O1	-2.0	1.4	-3.4	8.7	-7.5	-0.7	1.9
C[C@@H]1CN([C@H](C)CO)C(=O)c2cc(NC(=O)CCN3CCOCC3)ccc2O[C@@H]1CN(C)CC1CC1	.	-18.8	-2.0	-14.3	-6.9	-10.6	-15.3
O=C(O)CC(NC(=O)COc1ccccc1)c1cccc([N+](=O)[O-])c1 (configuration not stated)	16.3	7.1	-0.5	2.1	-1.3	-12.4	5.6
COc1ccc(OC)c(Cc2nnc(CCC(=O)NCc3nc4ccccc4s3)o2)c1	-9.8	3.2	0.5	-2.9	-1.9	-1.4	-0.8

More results follow:
Structure	PAX8 reporter	CASP6 VEID inh	SIRT5 block	LGR2 antag	ARNT-TACC3 inh	EWS-Fli block	DENV2 CPE
Cc1ccc(S(=O)(=O)N2CCCC(C(=O)NCC3CCCO3)C2)cc1 (configuration not stated)	-9.8	-2.8	-0.2	-7.2	-3.0	3.2	-0.9
CC(C)[C@H](NS(=O)(=O)c1ccc(Cl)cc1)C(=O)OCC(=O)NCCN1C(=O)CSC1=O	-14.2	1.1	1.2	13.3	-33.0	-1.0	-4.2
COc1ccc(CN(Cc2ccccn2)S(=O)(=O)c2ccc(-n3cnnn3)c(OC)c2)cc1	.	1.4	-0.2	5.8	2.7	12.6	0.3
COc1ccccc1OCCC(=O)N1CCN(c2ccccc2OC)CC1	-21.7	1.9	-4.3	-11.5	0.1	0.3	0.3
O=S(=O)(Cc1noc(-c2ccccc2Cl)n1)c1ccccn1	-103.0	-3.3	0.0	-21.7	-0.8	-74.9	0.6
CSc1ccccc1NC(=O)CN(C)CC(=O)Nc1ccc(N2CCOCC2)cc1	14.0	1.7	.	13.1	-5.4	2.0	-3.5
O=C(C[C@H]1CC[C@@H]2[C@H](COC[C@@H](O)CN2Cc2ccc(F)cc2)O1)NCc1ccccc1Cl	92.4*	1.0	-3.7	3.1	-2.5	9.6	-6.8
N#C/C(=N\Nc1ccc(Cl)cc1)C(=N)N1CCCCCC1	-133.2	-1.3	2.2	-14.8	33.1	-29.9	5.1
CO[C@H]1CN(C)C(=O)c2cc(NC(=O)c3ccc(F)cc3)ccc2OC[C@@H](C)N(C(C)=O)C[C@H]1C	.	-1.2	4.3	-2.8	10.5	1.7	-8.9
Cc1ccc(-n2nnnc2CNC(=O)C(=O)c2c[nH]c3ccccc23)cc1C	2.3	0.6	.	3.9	.	3.4	-1.1
Cc1csc(NC(=O)CSc2nccn2Cc2ccco2)n1	-16.9	2.1	-3.5	4.1	-2.4	-13.2	-10.7
CC(=O)N1[C@@H]2Cn3c(ccc(C4=CCCC4)c3=O)[C@H]1[C@@H](C(=O)NC1CCCCC1)[C@@H]2CO	.	0.0	-20.3	22.6	2.2	2.3	0.7

Next section.
Structure	PAX8 reporter	CASP6 VEID inh	SIRT5 block	LGR2 antag	ARNT-TACC3 inh	EWS-Fli block	DENV2 CPE
COc1ccc2c3c([nH]c2c1)[C@H](CO)N(C(C)=O)CC31CN(C(=O)Nc2ccccc2F)C1	.	.	.	7.4	.	-6.4	12.7
Cc1ccc(S(=O)(=O)N(C)C[C@@H]2Oc3c(NS(=O)(=O)c4cccs4)cccc3C(=O)N([C@H](C)CO)C[C@H]2C)cc1	-25.9	3.1	1.2	8.0	-4.9	-3.0	-4.1
CCOc1ccc(S(=O)(=O)Nc2cccc(C(=O)NCC(C)(C)N3CCOCC3)c2)cc1	.	-1.7	-1.1	0.0	-2.0	17.3	-1.4
Cc1ccc2sc(=O)[nH]c2c1	8.1	-2.2	1.8	-5.5	-5.6	5.7	3.5
O=C1CN(S(=O)(=O)Cc2ccccc2)C[C@@H]2[C@@H](c3ccc(C#Cc4ccc(F)cc4)cc3)[C@@H](CO)N12	105.9*	0.2	2.8	42.1	.	17.7	0.4
CCOC(=O)c1sc(SC)c2c1CCC/C2=N/OC	15.1	1.5	-3.5	.	5.5	-9.0	?
COc1ccc(-c2ccc3c(c2)[C@H]2[C@H](CCN2C(=O)Cc2ccncc2)[C@H](CO)N3)cc1	-7.9	.	.	-6.4	25.0	-27.9	5.3
CCn1c(-c2cccc(S(=O)(=O)N3CCCC3)c2)n[nH]c1=S	13.2	0.2	-2.7	0.6	1.2	8.6	-1.6
O=C(CSc1nncs1)NNC(=O)c1ccco1	-8.7	0.1	7.7	-9.2	7.9	-3.7	-5.9
COc1ccccc1-c1cnc2c(c1)C(=O)N([C@@H](C)CO)C[C@@H](C)[C@@H](CN(C)Cc1ccncc1)O2	.	0.8	-3.5	-2.8	-5.3	-10.6	-11.7
COc1ccc(NC(=O)CCNC(=O)c2ccccc2)cc1S(N)(=O)=O	-6.6	-1.7	3.2	4.0	-10.5	4.7	0.0
O=C(CSc1nnc(C2CC2)n1Cc1ccco1)NCC(F)(F)F	-13.3	0.0	-5.7	8.6	-2.3	3.9	0.6

Other compounds
Structure	PAX8 reporter	CASP6 VEID inh	SIRT5 block	LGR2 antag	ARNT-TACC3 inh	EWS-Fli block	DENV2 CPE
O=C([C@@H]1[C@@H](CO)[C@@H]2Cn3c(ccc(-c4cccnc4)c3=O)[C@H]1N2CC1CC1)N1CCCCC1	.	-1.4	3.4	4.6	3.4	6.0	-0.5
Cc1cc(C)n(CCNC(=O)[C@H]2O[C@@H](n3cnc4c(N)ncnc43)[C@H](O)[C@@H]2O)n1	-1.7	1.4	-4.7	3.2	.	-4.7	-12.3
COc1ccc(NC2CCCN(C(=O)c3cc(CC(C)C)nc(N)n3)C2)cc1 (configuration not stated)	5.8	5.4	7.1	3.1	5.4	.	-1.1
CCOC(=O)N1CCc2cc(OC)c(OC)c3c2c1cc1cc(OC)c(OC)cc13	7.7	18.9	0.7	18.3	6.3	13.6	-3.0
Cc1ccc(S(=O)(=O)N[C@H]2CC[C@H](CCNC(=O)c3ccccc3F)O[C@@H]2CO)cc1	10.7	1.4	3.5	0.9	3.1	0.4	-4.4
Cc1ccc(S(=O)(=O)N2CCCCC2)cc1NC(=O)COC(=O)CNC(=O)c1cc(Cl)cc([N+](=O)[O-])c1	29.7	-2.2	-2.5	.	0.4	-6.3	?
COc1ccccc1NS(=O)(=O)c1cccc(C(=O)NCC2(N3CCCCC3)CCCCC2)c1	7.5	-2.7	-5.6	8.3	1.6	-10.9	19.4
CCN(CCNC(=O)c1ccc(CSc2nc3ccncc3[nH]2)cc1)c1ccccc1	10.6	0.7	1.3	-0.2	5.1	-3.1	1.9
Cc1ccc(SCC(=O)OCC(=O)NC2CCCCCC2)cc1	7.0	3.0	2.7	2.8	-2.7	-0.9	7.1

Source: PubChem BioAssay (Broad Institute)
